P. falciparum M1AAP – malaria alanyl aminopeptidase activity blockers – biochemical, fluorogenic H-Leu-NHMec substrate, 1536-well (AID 1445); recombinant M1AAP, H-Leu-NHMec fluorogenic kinetic assay; higher % means a stronger effect; inhibition, % at 30 µM; hits with a dose series show IC50 in µM; hit rate 0.42% among 220,000;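 active = primary inhibition above the hit cutoff, then over 50% inhibition at one or more dose response concentrations, cut at about 23% in these data, passing the limit was not always enough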;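 note: plate controls were DMSO full reaction for no effect and no enzyme background for full effect; strong numbers were not always called active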
human PMI inhibition – MPI enzyme activity inhibition – biochemical, fluorescence intensity, coupled assay, primary screen (AID 1209). purified PMI enzyme, coupled fluorescence intensity; higher % means a stronger effect. one-dose inhibition, % at 20 µM; IC50 in µM for titrated hits. hit rate 0.42% among 190,000;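 note: plate controls were DMSO vehicle for no effect and wells lacking substrate for full effect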
T cell modulator – T cell immune modulators affecting CD8 T cell-vesicle binding. 2C CD8+ T cell-vesicle binding, flow cytometry; hits give low values. calls only at 7 µM. hit rate 0.068% among 330,000;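 active = response, share of CD8 T cells binding vesicles, and their 90th percentile fluorescence all below set limits, cut at about 80% in these data, passing the limit was not always enough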
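Material: murine 2C transgenic CD8+ T lymphocytes / Also added: QL9-peptide-loaded Drosophila micro-vesicles bearing Ld, ICAM-1 and B7-1 / Schedule: binding step 1.5 h, 37 °C, antibody labelling 20 min, ice / Signal: flow cytometry, PE anti-B7-1 (FL2) versus Alexa647 anti-CD8 (FL8), PFA-fixed / Evaluation: percent CD8+ FL2 mean versus row control / Benchmarks: naked versus QL9-loaded vesicles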
RSV CPE inhibition – RSV antiviral activity via CPE protection, HEp-2 cells, primary 10 µM value included (AID 2391); HEp-2 cells, RSV-induced CPE inhibition; higher % means a stronger effect; CPE inhibition, % at 10 µM, or IC50 in µM where a hit was titrated; hit rate 0.13% among 310,000; in the data active = a potency from the dose series; note: strong numbers were not always called active
P. falciparum M17LAP – P. falciparum M17LAP inhibitors, primary screen, biochemical, fluorogenic H-Leu-NHMec substrate, 1536-well (AID 1619) | recombinant M17LAP, H-Leu-NHMec fluorogenic kinetic assay; higher % means a stronger effect | inhibition, % at 30 µM, or IC50 in µM where a hit was titrated | hit rate 0.38% among 220,000;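 active = compound inhibiting the enzyme by more than half at any dose during confirmatory dose-response retesting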;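 note: plate controls were full reaction with DMSO carrier for no effect and no enzyme background for full effect; strong numbers were not always called active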
West Nile virus CPE – inhibition of WNV-induced cytopathic effect – cell-based, CPE readout (AID 1621). West Nile virus-infected cells, CPE inhibition; higher % means a stronger effect. CPE inhibition, % at 10 µM; hits with a dose series show IC50 in µM. hit rate 0.02% among 290,000; in the data active = a potency from the dose series; note: strong numbers were not always called active
K1F lysis inhibition – protection from phage-mediated lysis, alamar blue read-out – E. coli UTI89, K1F phage, bacterial capsule biogenesis inhibitors (AID 488966). E. coli UTI89 K1F phage lysis, alamar blue, 2 h; higher % means a stronger effect. inhibition, % at 100 µM; hits with a dose series show IC50 in µM. hit rate 0.02% among 340,000;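 active = phage lysis inhibition, versus mean bacterial control, above a set limit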;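 note: capsule biogenesis inhibitors block K1F phage lysis so surviving cells raise fluorescence; higher fluorescence means more inhibition of phage lysis; actives were called in the ten point dose series up to 300 µM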
TNAP activators – human TNAP enzyme activators, primary screen, biochemical, luminescent, no phosphate acceptor, uHTS (AID 1001). purified TNAP, luminescent activation assay, no phosphate acceptor; higher activation fold means a stronger effect. one-dose activation fold at 20 µM; EC50 in µM for titrated hits. hit rate 0.03% among 200,000; in the data active = activation fold from about 3, or a potency from the dose series; inactive = the rest, 99 in 100 with activation fold below about 1.6; note: many of its hits are not listed in these tables
human PMI inhibitors – human PMI inhibitors, high substrate, primary screen, biochemical, fluorescence intensity, high mannose 6-phosphate (AID 1220); recombinant PMI enzyme, coupled fluorescence intensity; higher % means a stronger effect; inhibition, % at 20 µM, or IC50 in µM where a hit was titrated; hit rate 0.66% among 190,000
T cell modulator vesicle-bound % – second read-out of T cell modulator, no call of its own (marks repeat the call); double positive events, %; measured here: CD8+ vesicle-bound cell fraction;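 binding gate set so that unloaded-vesicle control wells show 10% double positive cells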
* hit, by the source's call; i = inactive; nt = no result given; [ ] = another dose, or the depositor's remark. Cut-off read from the data, not from the text of the source, unless noted: active = inhibition above about 50%; inactive = the rest. Compounds as they come; any-hit rate near 1.5%.

SMILES	P. falciparum M1AAP	human PMI inhibition	T cell modulator	T cell modulator vesicle-bound %	RSV CPE inhibition	P. falciparum M17LAP	West Nile virus CPE	K1F lysis inhibition	TNAP activators	human PMI inhibitors
O=C(c1ccc(CSCc2ccccc2F)o1)N1CCN(c2ccc(N3CCOCC3)nn2)CC1	3%	24%	i	32	1.9%	-6%	-0.4%	0.5%	1.1	22%
COc1ccc(Br)cc1C(=O)Nc1ccc(C(=O)NCC(C)C)cc1	6%	8%	i	23	3.2%	-3%	-0.8%	-0.1%	1	8%
CCC(=O)Nc1cc(=O)[nH]c2nc(-c3ccc(Cl)cc3)nn12	5%	nt	i	26	2.2%	-3%	0.5%	0.1%	nt	nt
COc1ccc(C(=O)NCCn2cc(SCC(=O)Nc3cc(C)on3)c3ccccc32)cc1OC	-1%	-12%	i	55	1.2%	2%	-0.5%	5.0%	1	-1%
COc1ccc2oc(=O)c(C(=O)Nc3cccc(C(C)=O)c3)cc2c1	nt	nt	i	53	0.2%	nt	0.1%	0.7%	nt	nt
O=C(Cc1ncc(C(F)(F)F)cc1Cl)N1CCN(c2ccccn2)CC1	6%	2%	i	47	0.8%	4%	-0.7%	0.8%	1.1	0%
COCCNC(=O)[C@H]1N2C(=O)c3c(ccc(OC)c3OC)C2SC1(C)C (stereo partly drawn)	nt	nt	i	40	-0.3%	nt	-0.4%	-0.3%	nt	nt
O=C(Cn1ncc2c(=O)oc3ccccc3c21)N(Cc1ccco1)C1CCCCC1	10%	6%	i	27	0.1%	-9%	-0.2%	-0.7%	1.1	14%
COc1ccc(CNC(=O)N[C@@H](CC(C)C)C(=O)O)cc1OC	3%	nt	i	28	0.4%	18%	0.1%	1.2%	nt	nt
O=C(c1ccc2oc(Cc3ccc(Cl)cc3)nc2c1)N1CCCCC1CCO (stereo not drawn)	nt	nt	i	14	19%	nt	-1.5%	0.0%	nt	nt
Cc1nn(C)cc1C(C(=O)NC1CCCCC1)N(Cc1ccc(F)cc1)C(=O)c1cnccn1 (stereo not drawn)	-1%	-7%	i	46	1.8%	15%	-0.1%	nt	1.1	-6%
COc1ccc(-c2[nH]ncc2CN2CCCO2)c(F)c1	-1%	3%	i	9	0.7%	-5%	-0.5%	0.2%	0.4	-1%
Cc1csc2nc(CNC(=O)c3ccco3)cn12	5%	9%	i	24	1.2%	8%	0.2%	0.4%	1.1	10%
Cc1ccc(-c2ccc(/C=C(\C#N)C(N)=S)n2C)cc1	6%	nt	i	16	2.0%	0%	-0.6%	-0.7%	nt	nt
S=C1CCC(c2ccc(Br)cc2)=NN1c1ccccc1	5%	nt	i	8	nt	-5%	-0.7%	-0.7%	nt	nt
CC(=O)NC(Cc1ccccc1)C(=O)OCC(=O)c1ccc(F)cc1 (stereo not drawn)	-2%	1%	i	31	1.5%	-5%	0.1%	4.0%	1.2	8%
CCOC(=O)c1cc(OC(=O)c2cccnc2)n(-c2ccccc2)n1	1%	3%	i	27	-0.4%	7%	0.7%	nt	1.1	0%
CCSc1nnc(NC(=O)c2ccc(S(=O)(=O)N(C)C)cc2)s1	3%	-9%	i	38	-0.8%	1%	0.5%	0.0%	1.3	-6%
COc1ccc(CCC(=O)NCC2CCCCC2)cc1OC	nt	nt	i	32	0.8%	nt	-0.7%	0.0%	nt	nt
COc1cc(S(=O)(=O)N(Cc2cccs2)CC2CCCO2)ccc1-n1cnnn1 (stereo not drawn)	2%	1%	i	6	1.5%	-4%	-0.7%	1.3%	1.1	4%
COc1cccc(CNC(=O)c2cccnc2Sc2ccccc2)c1	nt	nt	i	19	1.4%	nt	-0.8%	1.8%	nt	nt
COc1ccccc1NS(=O)(=O)c1cccc2nsnc12	5%	nt	i	18	0.6%	5%	-0.2%	1.8%[50 µM]	nt	nt
COc1ccc(S(=O)(=O)NCCSc2ccc(Cl)cc2)cc1OC	-2%	1%	i	30	8.0%	3%	-0.5%	1.7%	1	0%
Oc1ccccc1Nc1nc(NCC2CCCO2)c2ccccc2n1 (stereo not drawn)	13%	8%	i	33	15%	4%	nt	0.3%	1.1	12%
C/C(=N\O)c1c(C)c2ccccc2n1C	8%	-11%	i	29	5.1%	-2%	-0.3%	0.1%	1	1%

Carrying on:
SMILES	P. falciparum M1AAP	human PMI inhibition	T cell modulator	T cell modulator vesicle-bound %	RSV CPE inhibition	P. falciparum M17LAP	West Nile virus CPE	K1F lysis inhibition	TNAP activators	human PMI inhibitors
Cc1ccc(N2/C(=N/c3nc(C)cc(C)n3)NC(=O)CC2C(=O)O)cc1 (stereo not drawn)	-6%	2%	i	21	-0.2%	-4%	0.0%	0.5%	1.2	2%
COc1ccc(N(CC(=O)O)S(=O)(=O)c2ccccc2[N+](=O)[O-])c(OC)c1	-6%	-3%	i	27	2.0%	-6%	0.8%	-0.3%	1.1	3%
CC1(C)CC(=O)C(C(C2=C(O)CC(C)(C)CC2=O)c2ccc(Cl)c([N+](=O)[O-])c2)C(=O)C1 (stereo not drawn)	1%	4%	i	38	0.9%	8%	0.1%	0.6%	1.1	-2%
CC(C)N1CCN(C2CSCCSC2)CC1CCO (stereo not drawn)	4%	nt	i	27	-0.6%	3%	-0.4%	0.2%	nt	nt
CCCN1C(=O)C2(C(C(=O)c3ccc(C)o3)=C(O)C(=O)N2CCCOC)c2ccccc21 (stereo not drawn)	5%	nt	i	29	1.7%	15%	0.5%	0.8%	nt	nt
Cc1ccc(C2=NN(C(=O)c3cccs3)C(c3ccccc3O)C2)cc1 (stereo not drawn)	8%	15%	i	41	1.0%	8%	-1.0%	1.2%	1	13%
CN(C)CCCN1CC(C(=O)O)CC1=O (stereo not drawn)	1%	-4%	i	36	0.4%	6%	1.6%	2.6%	1.1	2%
CCOC(=O)N1CCN(c2nc(C(F)(F)F)nc3c(C)cc(C)cc23)CC1	0%	21%	i	6	5.8%	5%	-0.9%	0.0%	1	16%
O=C(NNC(=O)C1CC1c1ccccc1)c1ccccc1F (stereo not drawn)	3%	1%	i	23	1.8%	39%	-0.2%	-0.2%	1.2	-2%
O=C(N/N=C/c1ccccc1F)c1ccccc1OCc1ccccc1	nt	nt	i	27	0.7%	nt	-0.4%	0.5%	nt	nt
CC1CCc2c(sc(NS(=O)(=O)c3ccccc3)c2C(=O)OC(C)C)C1 (stereo not drawn)	9%	5%	i	47	6.8%	17%	0.2%	1.7%	1.1	17%
O=C(COc1cccc(NC(=O)c2ccccc2)c1)c1ccccc1	6%	19%	i	47	0.7%	4%	0.1%	0.3%	1.1	14%
Cc1noc(C(=O)NC2CCCCC2)c1Cl	2%	nt	i	30	0.5%	1%	0.4%	-0.8%[50 µM]	nt	nt
CC(=O)c1cccc(NC(=S)NC2CCCCCCC2)c1	nt	nt	i	19	18%	nt	-1.1%	-0.1%	nt	nt
CC(=O)NNC(=O)c1csc(-c2csc(C)n2)n1	-5%	nt	i	28	0.5%	5%	-0.1%	-0.1%	nt	nt
O=C(N/N=C/c1cccnc1)c1cc2ccccc2cc1O	nt	nt	i	64	1.1%	nt	-0.4%	0.5%[50 µM]	nt	nt
O=C(NCC1COc2ccccc2O1)c1cn(Cc2ccc(F)cc2)nn1 (stereo not drawn)	-4%	3%	i	31	0.6%	17%	-0.8%	10%	1.1	0%
COc1ccc(C(=O)NCC(=O)Nc2cccc(S(=O)(=O)NCc3ccco3)c2)cc1OC	2%	45%	i	32	0.8%	25%	-0.2%	nt	1	4%
CCCCn1c(-c2ccco2)nc2ccccc2c1=O	4%	6%	i	26	1.1%	21%	0.0%	0.7%	1	4%
Cn1c(SCc2ccc(Cl)cc2)nc(C(F)(F)F)cc1=O	1%	2%	i	9	-1.4%	-4%	1.2%	4.6%	1	-5%

Sorted by count of non-hydrogen atoms (ascending): some entries from above
SMILES	P. falciparum M1AAP	human PMI inhibition	T cell modulator	T cell modulator vesicle-bound %	RSV CPE inhibition	P. falciparum M17LAP	West Nile virus CPE	K1F lysis inhibition	TNAP activators	human PMI inhibitors
CC(=O)NNC(=O)c1csc(-c2csc(C)n2)n1	-5%	nt	i	28	0.5%	5%	-0.1%	-0.1%	nt	nt
S=C1CCC(c2ccc(Br)cc2)=NN1c1ccccc1	5%	nt	i	8	nt	-5%	-0.7%	-0.7%	nt	nt
CC(=O)c1cccc(NC(=S)NC2CCCCCCC2)c1	nt	nt	i	19	18%	nt	-1.1%	-0.1%	nt	nt
COc1ccc(CCC(=O)NCC2CCCCC2)cc1OC	nt	nt	i	32	0.8%	nt	-0.7%	0.0%	nt	nt
COc1ccc(CNC(=O)N[C@@H](CC(C)C)C(=O)O)cc1OC	3%	nt	i	28	0.4%	18%	0.1%	1.2%	nt	nt
COc1ccc(S(=O)(=O)NCCSc2ccc(Cl)cc2)cc1OC	-2%	1%	i	30	8.0%	3%	-0.5%	1.7%	1	0%
Oc1ccccc1Nc1nc(NCC2CCCO2)c2ccccc2n1 (stereo not drawn)	13%	8%	i	33	15%	4%	nt	0.3%	1.1	12%
O=C(Cc1ncc(C(F)(F)F)cc1Cl)N1CCN(c2ccccn2)CC1	6%	2%	i	47	0.8%	4%	-0.7%	0.8%	1.1	0%
COc1ccc(N(CC(=O)O)S(=O)(=O)c2ccccc2[N+](=O)[O-])c(OC)c1	-6%	-3%	i	27	2.0%	-6%	0.8%	-0.3%	1.1	3%
CCCN1C(=O)C2(C(C(=O)c3ccc(C)o3)=C(O)C(=O)N2CCCOC)c2ccccc21 (stereo not drawn)	5%	nt	i	29	1.7%	15%	0.5%	0.8%	nt	nt
Cc1nn(C)cc1C(C(=O)NC1CCCCC1)N(Cc1ccc(F)cc1)C(=O)c1cnccn1 (stereo not drawn)	-1%	-7%	i	46	1.8%	15%	-0.1%	nt	1.1	-6%
COc1ccc(C(=O)NCCn2cc(SCC(=O)Nc3cc(C)on3)c3ccccc32)cc1OC	-1%	-12%	i	55	1.2%	2%	-0.5%	5.0%	1	-1%
